H9c2 TAG inh: triacylglycerol accumulation inhibition | H9c2 cells, Nile Red lipid (TAG) fluorescence; cells loaded with 200 µM oleic acid | inhibition, % at 12.5 µM | hit rate 0.66% among 230,000;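 active = pattern-corrected inhibition of lipid staining of at least 50% with the nuclear-stain viability signal not falling by more than 50%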;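 note: 0% = DMSO wells and 100% = triacsin C control wells; some results filed as inactive read as strong as hits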
H9c2 TAG inh DAPI viability: also measured in H9c2 TAG inh; calls as there; DAPI nuclei signal change (viability), lower = more cytotoxic, %;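 whole-well DAPI fluorescence read on a plate reader as a viability signal; minus 50 percent equals half of cells still viable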
Starred values were filed as active, the others as inactive. These rows are one share of the data; count on the stated rates, not on these rows.

What do the screens show for `CN(c1ccc(OCC(=O)NC2=NCCS2)cc1)S(=O)(=O)c1ccc(F)cc1`?
H9c2 TAG inh: 10.8; H9c2 TAG inh DAPI viability: -1.2

How did Cc1cc(=O)oc2cc(OCC(=O)OCC(=O)NCc3ccc4c(c3)OCO4)ccc12 do in these assays?
H9c2 TAG inh: 2.5; H9c2 TAG inh DAPI viability: -2.0

How did c1ccc(CN2CCN(c3ncnc4nc[nH]c34)CC2)cc1 do in these assays?
H9c2 TAG inh: 1.1; H9c2 TAG inh DAPI viability: -7.5

Results for Cc1cccc(C)c1NC(=O)CNC(=O)c1ccc2c(c1)NC(=O)CS2 ?
H9c2 TAG inh: 0.7; H9c2 TAG inh DAPI viability: -11.6

How did O=C(CCCNC(=O)c1ccc(Cl)cc1)Nc1cccc(S(=O)(=O)N2CCCCC2)c1 do in these assays?
H9c2 TAG inh: -9.3; H9c2 TAG inh DAPI viability: 7.6

How did COC(=O)N1CCc2c(sc(NC(=O)C3=COCCO3)c2C#N)C1 do in these assays?
H9c2 TAG inh: 41.6; H9c2 TAG inh DAPI viability: -10.2

How did COc1cc(OC)c(N(C)S(=O)(=O)c2cccc(C(=O)Nc3nc(C)cs3)c2)cc1Cl do in these assays?
H9c2 TAG inh: 10.0; H9c2 TAG inh DAPI viability: -13.0

How did Nc1ccc(N)c(C(=O)O)c1 do in these assays?
H9c2 TAG inh: 6.2; H9c2 TAG inh DAPI viability: -0.9

How did CCO[C@@H]1OC(C(=O)N2CCN(C)CC2)=C[C@H](c2ccc(C(F)(F)F)cc2)[C@H]1CCCO do in these assays?
H9c2 TAG inh: 12.9; H9c2 TAG inh DAPI viability: -1.8

How did COc1ccc(NC(=S)Nc2cccc(Cl)c2Cl)cc1OC do in these assays?
H9c2 TAG inh: 6.8; H9c2 TAG inh DAPI viability: -2.4

Results for CCN(C[C@H]1N[C@@](CC)(C(=O)OC)[C@H]2C(=O)N(Cc3ccccc3)C(=O)[C@@H]12)S(=O)(=O)c1ccccc1 ?
H9c2 TAG inh: -2.2; H9c2 TAG inh DAPI viability: -7.6

How did Cc1ccc2cc(CCNC(=O)C(C)(C)C)c(=O)[nH]c2c1 do in these assays?
H9c2 TAG inh: -9.2; H9c2 TAG inh DAPI viability: 2.2

Results for Cc1cc(NCc2ccccn2)n2ncc(-c3ccccc3)c2n1 ?
H9c2 TAG inh: 24.8; H9c2 TAG inh DAPI viability: 9.4

What do the screens show for `CC(NC(=O)c1ccc(Br)s1)c1ccncc1` (configuration not stated)?
H9c2 TAG inh: -3.8; H9c2 TAG inh DAPI viability: -0.5

How did CCN(CC)c1ccc(N)cc1S(=O)(=O)Nc1ccccc1OC do in these assays?
H9c2 TAG inh: -12.8; H9c2 TAG inh DAPI viability: 1.6

Results for O=C(Nc1ccc2c(c1)OCO2)C1CCCN(S(=O)(=O)c2cccs2)C1 (configuration not stated) ?
H9c2 TAG inh: 6.5; H9c2 TAG inh DAPI viability: 14.9

How did NC(=O)c1ccsc1NC(=O)CSc1nnc2ccccn12 do in these assays?
H9c2 TAG inh: 7.9; H9c2 TAG inh DAPI viability: 5.2

How did COc1cccc(C(NC(C)=O)c2nc(-c3ccc(C)c(C)c3)cs2)c1 (configuration not stated) do in these assays?
H9c2 TAG inh: -4.0; H9c2 TAG inh DAPI viability: 0.5

How did CC1=CC(C)(C)N(C(=O)CSc2nnc(-c3ccc(C)cc3)o2)c2ccc(C)cc21 do in these assays?
H9c2 TAG inh: -24.7; H9c2 TAG inh DAPI viability: -2.3

What do the screens show for `CCOC(=O)c1ccc(-n2cncn2)nc1`?
H9c2 TAG inh: 5.6; H9c2 TAG inh DAPI viability: -5.2

How did CCOc1ccc(NC(=O)COC(=O)Cc2ccsc2)cc1 do in these assays?
H9c2 TAG inh: 10.3; H9c2 TAG inh DAPI viability: 1.9

What do the screens show for `CSc1ccccc1NC(=O)CN(C)C(C)C(=O)Nc1ccc(C#N)cc1` (configuration not stated)?
H9c2 TAG inh: -7.8; H9c2 TAG inh DAPI viability: 13.8

How did Cc1cc(Cl)ccc1OCc1cn2cccnc2n1 do in these assays?
H9c2 TAG inh: -11.4; H9c2 TAG inh DAPI viability: 13.5

What do the screens show for `CCCc1cc(=O)[nH]c(SCC(=O)N2CCN(S(=O)(=O)c3ccc(C)cc3C)CC2)n1`?
H9c2 TAG inh: -1.0; H9c2 TAG inh DAPI viability: 8.8

What do the screens show for `COC(=O)c1c(CCl)noc1C(=O)NCC1CCCO1` (configuration not stated)?
H9c2 TAG inh: 4.6; H9c2 TAG inh DAPI viability: -3.3

What do the screens show for `Cc1cc(NC(=O)NCc2ccccc2)c(=O)n(Cc2ccccc2F)c1`?
H9c2 TAG inh: 14.2; H9c2 TAG inh DAPI viability: -8.1

What do the screens show for `CC(C)OCc1c(C(=O)OC/C(O)=C(\C#N)c2nc3ccccc3[nH]2)oc2ccccc12`?
H9c2 TAG inh: 17.6; H9c2 TAG inh DAPI viability: -1.7

What do the screens show for `CC(/C=C/c1ccccc1)=N\NC(=O)c1ccc2c(c1)OCCO2`?
H9c2 TAG inh: 2.0; H9c2 TAG inh DAPI viability: 6.6

How did O=C(NC1CCCC1)C(=O)N(Cc1cccnc1)C(C(=O)NCC1CCCO1)c1ccco1 (configuration not stated) do in these assays?
H9c2 TAG inh: -12.0; H9c2 TAG inh DAPI viability: -0.9

What do the screens show for `Cc1ccc(SCC(=O)OCC(=O)N(C)CC(=O)Nc2ccccc2Cl)cc1C`?
H9c2 TAG inh: -10.9; H9c2 TAG inh DAPI viability: 9.3

How did Cc1nc2c(ccc3nc(NC(=O)Cc4ccccc4)sc32)s1 do in these assays?
H9c2 TAG inh: 47.7; H9c2 TAG inh DAPI viability: -14.4

What do the screens show for `Cc1ccc(S(=O)(=O)N2CCN(C(=O)CN3C(=O)NC(C)(CCC(C)C)C3=O)CC2)c(C)c1` (configuration not stated)?
H9c2 TAG inh: 19.1; H9c2 TAG inh DAPI viability: -6.9

Results for CCOC(=O)NN1C(=O)c2ccccc2NC12CCCC2 ?
H9c2 TAG inh: -15.1; H9c2 TAG inh DAPI viability: 4.1

How did Cc1cccc(C(=O)NCCNc2nc3cc(C)c(C)cc3cc2C)c1 do in these assays?
H9c2 TAG inh: 6.3; H9c2 TAG inh DAPI viability: 30.9

Results for COc1ccccc1C(=O)Nc1ccc(OCc2nnc3c4ccccc4c(C)nn23)cc1 ?
H9c2 TAG inh: 18.4; H9c2 TAG inh DAPI viability: -22.8

How did O=C(CSc1ccc(-c2cccs2)nn1)Nc1ccccc1 do in these assays?
H9c2 TAG inh: -4.8; H9c2 TAG inh DAPI viability: -0.1

How did COc1cc(/C=C/C(=O)OCC(=O)N2CCOCC2)ccc1OCC#N do in these assays?
H9c2 TAG inh: -9.8; H9c2 TAG inh DAPI viability: 6.1

What do the screens show for `COc1ccc(N2CCN(CC(=O)Nc3ccccc3C(=O)NCc3ccccc3)CC2)cc1`?
H9c2 TAG inh: 28.1; H9c2 TAG inh DAPI viability: -7.5

How did CN(C)C1=C(Cl)C(=O)N(c2ccc(Cl)c(Cl)c2)C1=O do in these assays?
H9c2 TAG inh: -1.8; H9c2 TAG inh DAPI viability: 2.9

How did Cc1ccc(-c2noc(COc3ccc4c(c3)OCO4)n2)cc1 do in these assays?
H9c2 TAG inh: 7.1; H9c2 TAG inh DAPI viability: -9.1

Results for CN(N=Nc1nc[nH]c1C(=O)NN)C1CCCCC1 ?
H9c2 TAG inh: 6.3; H9c2 TAG inh DAPI viability: 12.6

How did CCOC(=O)C1(CCOc2ccccc2)CCN(Cc2ccc(NC(C)=O)cc2)CC1 do in these assays?
H9c2 TAG inh: 2.4; H9c2 TAG inh DAPI viability: -0.1

What do the screens show for `N#Cc1ccccc1CSc1nc2ncc(Br)cc2[nH]1`?
H9c2 TAG inh: 2.2; H9c2 TAG inh DAPI viability: 3.7

Results for COc1ccccc1NS(=O)(=O)c1cccc(NS(=O)(=O)c2cc(C(=O)O)ccc2Cl)c1 ?
H9c2 TAG inh: 6.8; H9c2 TAG inh DAPI viability: -12.0

Results for O=Cc1ccc(N2CCCCC2)cc1 ?
H9c2 TAG inh: 4.7; H9c2 TAG inh DAPI viability: -5.1

How did Cc1nnc(N2C(=O)C(=O)/C(=C(/O)c3ccc4c(c3)OCCO4)C2c2cccc([N+](=O)[O-])c2)s1 (configuration not stated) do in these assays?
H9c2 TAG inh: 15.2; H9c2 TAG inh DAPI viability: -8.4

How did CCc1ccc(NC(=O)C(=O)NCC2CCCO2)cc1 (configuration not stated) do in these assays?
H9c2 TAG inh: -11.1; H9c2 TAG inh DAPI viability: 2.9

What do the screens show for `CCOc1nc(C)ccc1-c1noc(-c2ccncc2)n1`?
H9c2 TAG inh: 3.4; H9c2 TAG inh DAPI viability: 11.7

How did CCOc1ccc2nc(SC3CC(=O)N(c4ccccc4)C3=O)sc2c1 (configuration not stated) do in these assays?
H9c2 TAG inh: 19.4; H9c2 TAG inh DAPI viability: -15.7

Results for CCCC(CCC)=NNc1ccc(S(=O)(=O)Nc2ccccc2OC)cc1[N+](=O)[O-] ?
H9c2 TAG inh: -23.4; H9c2 TAG inh DAPI viability: 4.8

Results for COc1cc2cc(CN(C(=O)Nc3ccccc3)C3CCCC3)c(=O)[nH]c2cc1OC ?
H9c2 TAG inh: -16.2; H9c2 TAG inh DAPI viability: 1.5

What do the screens show for `Cc1nc(Cc2nnc(SC(C)C(=O)Nc3ccccc3)o2)cs1` (configuration not stated)?
H9c2 TAG inh: 1.7; H9c2 TAG inh DAPI viability: 1.1

How did O=C(c1ccc2noc(-c3ccccc3)c2c1)N1CCN(c2ccccc2)CC1 do in these assays?
H9c2 TAG inh: -21.8; H9c2 TAG inh DAPI viability: -2.6

Results for Cc1ccc(/C=C2/N=C(c3ccccc3)NNC2=O)cc1 ?
H9c2 TAG inh: 11.9; H9c2 TAG inh DAPI viability: -4.5

What do the screens show for `O=C(CN1CCOc2ccccc21)NCc1ccco1`?
H9c2 TAG inh: -0.1; H9c2 TAG inh DAPI viability: 4.0

How did Cc1occc1-c1nnc(SCCNCCO)o1 do in these assays?
H9c2 TAG inh: -0.4; H9c2 TAG inh DAPI viability: 3.2

What do the screens show for `COC(=O)c1cn(NC(=O)Cc2ccccc2OC)c(=O)c2ccccc12`?
H9c2 TAG inh: -1.4; H9c2 TAG inh DAPI viability: 1.4

Results for CCOC(=O)/C=C1\SCC(=O)N1CC(=O)NC(C)C ?
H9c2 TAG inh: 2.6; H9c2 TAG inh DAPI viability: 7.4

How did CCCCC(CC)CNC(=O)CCCCn1c(=O)[nH]c2ccsc2c1=O (configuration not stated) do in these assays?
H9c2 TAG inh: -21.3; H9c2 TAG inh DAPI viability: 9.3

What do the screens show for `COc1ccc(/C=N/NC(=O)c2cc3c(ccc4ccccc43)o2)c(OC)c1`?
H9c2 TAG inh: 2.4; H9c2 TAG inh DAPI viability: 28.4

Not a retest: entries from further up.
What do the screens show for `CCOc1nc(C)ccc1-c1noc(-c2ccncc2)n1`?
H9c2 TAG inh: 3.4; H9c2 TAG inh DAPI viability: 11.7

How did CCOc1ccc2nc(SC3CC(=O)N(c4ccccc4)C3=O)sc2c1 (configuration not stated) do in these assays?
H9c2 TAG inh: 19.4; H9c2 TAG inh DAPI viability: -15.7

Results for CCCC(CCC)=NNc1ccc(S(=O)(=O)Nc2ccccc2OC)cc1[N+](=O)[O-] ?
H9c2 TAG inh: -23.4; H9c2 TAG inh DAPI viability: 4.8

The results go on.
What do the screens show for `Nc1nncn1C(=O)CCCOc1ccccc1`?
H9c2 TAG inh: 4.5; H9c2 TAG inh DAPI viability: -2.6

Results for FC(F)(F)c1cnc(-c2cnc(-c3ccncc3)nc2)c(Cl)c1 ?
H9c2 TAG inh: -27.1; H9c2 TAG inh DAPI viability: 5.7

Results for Cc1ccc(NC(=O)CNc2ccc(N3CCOCC3)cc2)cc1S(=O)(=O)N(C)C ?
H9c2 TAG inh: -33.1; H9c2 TAG inh DAPI viability: 5.5

Results for COc1ccc(NC(=O)CSCC(=O)OCc2cccc(OC)c2OC)cc1 ?
H9c2 TAG inh: -8.5; H9c2 TAG inh DAPI viability: 2.4

Results for COc1cccc(F)c1C(=O)NC(=O)Nc1ccc2nc(C)oc2c1 ?
H9c2 TAG inh: 0.7; H9c2 TAG inh DAPI viability: 10.1

How did Cc1c(C(=O)Nc2ccccn2)sc2nc3n(c(=O)c12)CCC3 do in these assays?
H9c2 TAG inh: 14.5; H9c2 TAG inh DAPI viability: 9.3

How did O=C1CCCN1c1cccc(Br)c1 do in these assays?
H9c2 TAG inh: -11.3; H9c2 TAG inh DAPI viability: 11.1

Results for CC(Oc1ccc(S(=O)(=O)N2CCCC2)cc1[N+](=O)[O-])C(=O)NC1(C#N)CCCCC1 (configuration not stated) ?
H9c2 TAG inh: -9.9; H9c2 TAG inh DAPI viability: -6.0

Results for CCn1c(COc2ccccc2C)nnc1SCC(=O)CC(=O)Nc1ccccc1 ?
H9c2 TAG inh: 13.8; H9c2 TAG inh DAPI viability: -5.2

What do the screens show for `COCCNC(=O)CN1C(=O)COc2ccc(Cl)cc21`?
H9c2 TAG inh: -22.1; H9c2 TAG inh DAPI viability: 11.8

What do the screens show for `Cc1cnn(-c2ccc3nnc(-c4ccc(Cl)cc4)n3n2)c1`?
H9c2 TAG inh: 11.1; H9c2 TAG inh DAPI viability: 6.9

Part of the list above in order of molecular weight, rising:
How did O=C1CCCN1c1cccc(Br)c1 do in these assays?
H9c2 TAG inh: -11.3; H9c2 TAG inh DAPI viability: 11.1

What do the screens show for `Nc1nncn1C(=O)CCCOc1ccccc1`?
H9c2 TAG inh: 4.5; H9c2 TAG inh DAPI viability: -2.6

What do the screens show for `COCCNC(=O)CN1C(=O)COc2ccc(Cl)cc21`?
H9c2 TAG inh: -22.1; H9c2 TAG inh DAPI viability: 11.8

How did Cc1c(C(=O)Nc2ccccn2)sc2nc3n(c(=O)c12)CCC3 do in these assays?
H9c2 TAG inh: 14.5; H9c2 TAG inh DAPI viability: 9.3

Results for CC(Oc1ccc(S(=O)(=O)N2CCCC2)cc1[N+](=O)[O-])C(=O)NC1(C#N)CCCCC1 (configuration not stated) ?
H9c2 TAG inh: -9.9; H9c2 TAG inh DAPI viability: -6.0
